Exocytosis inh: LAMP-1 surface exposure blockers, TALL-104 cells – cell-based, flow cytometry, MLPCN library, primary screen | TALL-104 LAMP-1 surface exposure; cells stimulated with thapsigargin and PMA | inhibition, % at 10 µM | AID 651702, 2012 | 360,000 tested, 0.66% active;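 active means inhibition above about 55%, limit read from the data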
ABHD5-PLIN5 inh: ABHD5-PLIN5 interaction inhibitors, primary screen, cell lysate, split luciferase complementation, luminescence | Perilipin-5 (Homo sapiens) + 1-acylglycerol-3-phosphate O-acyltransferase ABHD5 (Homo … | Split G. princeps luciferase complementation, 4 h | inhibition, % at 4 µM | 360,000 tested, 0.78% active;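 active means inhibition above the mean inhibition across every tested compound plus 3 SD, cut at about 22% in these data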;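 further: 0% = DMSO only wells and the 100% control is not disclosed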
NR5A2 inv ag: LRH-1 (NR5A2) inverse agonists, primary screen, cell-based, luminescence, HEK293T, StAR-luciferase reporter | inhibition, % at 3.6 µM | LRH-1 transfected, 24 h | Nuclear receptor subfamily 5 group A member 2 (Homo sapiens), O00482 | 360,000 tested, 0.13% active;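 active means inhibition above the mean inhibition of all tested compounds plus 3 SD, cut at about 73% in these data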;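 further: 0% = DMSO wells and 100% = reporter-only cells lacking LRH-1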
NOD2 RIPK2 PPI: NOD2-RIPK2 binding disruptors in cells, primary screen, fluorescence, CHO cells, BLA complementation. inhibition, % at 4.98 µM. 360,000 tested, 0.38% active. CCF4 ratio; in the data active means inhibition above about 21%;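 further: 0% = vehicle only and 100% = reference blocker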
SRC2 inh: inhibition of GAL4-SRC2 driven luciferase reporter, primary screen, SRC2 inhibitor project, cell-based, luminescence. inhibition, % at 9 µM. 370,000 tested, 0.17% active. Nuclear receptor coactivator 2 (Homo sapiens), Q15596. HEK293 GAL4-SRC2 luciferase reporter;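 active means inhibition above the mean inhibition of all tested compounds plus 3 SD, set per campaign, cut at about 52% in these data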;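 further: 0% = DMSO treated cells and 100% = cells given Gossypol at 36 µM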
Target sequence (Q15596 whole entry, looked up, the tested form may be a part): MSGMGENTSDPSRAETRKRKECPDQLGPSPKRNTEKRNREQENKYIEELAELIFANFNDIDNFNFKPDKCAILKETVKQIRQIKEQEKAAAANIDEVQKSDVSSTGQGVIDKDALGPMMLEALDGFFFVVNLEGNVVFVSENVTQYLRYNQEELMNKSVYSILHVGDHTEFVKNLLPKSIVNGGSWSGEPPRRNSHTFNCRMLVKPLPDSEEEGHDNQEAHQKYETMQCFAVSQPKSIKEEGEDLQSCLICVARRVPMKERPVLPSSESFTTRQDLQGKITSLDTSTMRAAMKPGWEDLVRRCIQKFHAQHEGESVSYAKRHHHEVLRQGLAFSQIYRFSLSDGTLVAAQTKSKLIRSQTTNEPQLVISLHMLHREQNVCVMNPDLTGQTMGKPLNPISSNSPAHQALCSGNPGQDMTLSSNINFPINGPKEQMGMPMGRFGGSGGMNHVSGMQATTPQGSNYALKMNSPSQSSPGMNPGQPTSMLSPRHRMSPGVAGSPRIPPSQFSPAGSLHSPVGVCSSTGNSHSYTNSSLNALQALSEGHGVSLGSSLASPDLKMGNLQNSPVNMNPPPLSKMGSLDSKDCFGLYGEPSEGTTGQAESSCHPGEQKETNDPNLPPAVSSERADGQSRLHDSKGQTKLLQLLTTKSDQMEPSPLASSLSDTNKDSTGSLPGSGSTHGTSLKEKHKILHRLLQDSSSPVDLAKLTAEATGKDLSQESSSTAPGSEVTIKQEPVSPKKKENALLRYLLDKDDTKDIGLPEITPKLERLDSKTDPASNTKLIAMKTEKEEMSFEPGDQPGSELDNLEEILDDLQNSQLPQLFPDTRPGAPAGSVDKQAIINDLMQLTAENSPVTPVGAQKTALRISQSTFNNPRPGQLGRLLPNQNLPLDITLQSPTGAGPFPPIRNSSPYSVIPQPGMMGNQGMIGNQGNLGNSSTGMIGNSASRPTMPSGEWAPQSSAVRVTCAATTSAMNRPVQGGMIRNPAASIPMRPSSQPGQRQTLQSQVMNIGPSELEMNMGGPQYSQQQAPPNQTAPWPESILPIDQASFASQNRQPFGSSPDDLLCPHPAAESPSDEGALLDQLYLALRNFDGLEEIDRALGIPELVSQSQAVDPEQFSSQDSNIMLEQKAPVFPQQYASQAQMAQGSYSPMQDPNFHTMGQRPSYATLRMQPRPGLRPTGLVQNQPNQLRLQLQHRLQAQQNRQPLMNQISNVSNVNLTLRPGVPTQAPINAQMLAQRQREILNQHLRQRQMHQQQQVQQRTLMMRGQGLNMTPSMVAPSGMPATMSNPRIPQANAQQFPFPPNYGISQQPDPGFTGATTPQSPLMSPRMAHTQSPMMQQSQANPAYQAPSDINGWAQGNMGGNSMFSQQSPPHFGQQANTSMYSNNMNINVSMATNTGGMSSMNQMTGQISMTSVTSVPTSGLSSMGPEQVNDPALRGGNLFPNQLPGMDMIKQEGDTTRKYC
TLR9-MyD88 block: inhibitors of TLR9-MyD88 association in cells, primary screen, cell-based, CHO, BLA complementation, fluorescence; Toll-like receptor 9 (Homo sapiens) + Myeloid differentiation primary response protein …; inhibition, % at 4.98 µM; 340,000 tested, 0.21% active; CCF4 FRET ratio;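 active means inhibition above the mean over all tested compounds plus 3 SD, cut at about 21% in these data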;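 further: 0% = DMSO only wells and 100% = clavulanate BLA inhibitor control wells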
TWEAK Fn14 block: inhibitors of TWEAK-Fn14 signaling, primary screen, luciferase reporter cells, uHTS; 360,000 tested, 2% active; inhibition, % at 10 µM; TWEAK-stimulated Fn14 reporter cells, luciferase luminescence, 8 h; in the data active means inhibition above about 50%
TROY signal inh: inhibitors of TROY-driven NF-kB signaling, primary screen, Q293 LMP1-TROYcd cells, NF-kB luciferase, uHTS; Q293 LMP1-TROYcd NF-kB luciferase reporter, 4 h; inhibition, % at 10 µM; 360,000 tested, 0.98% active; AID 1347056, 2019;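 active means compounds whose plate-normalised and pattern-corrected inhibition of the luciferase reporter signal at the single screening dose is 50% or more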
NCOA3 inh: SRC3 coactivator transcriptional activity inhibitors, primary screen, cell-based, luminescence | 360,000 tested, 0.17% active | AID 588352, 2011 | Nuclear receptor coactivator 3 (Homo sapiens), Q9Y6Q9 | inhibition, % at 3.6 µM | HEK293 GAL4-SRC3 luciferase reporter;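 active means inhibition above a per-campaign cutoff, the mean of all compounds plus 3 SD, cut at about 60% in these data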;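 further: 0% = DMSO-treated cells and 100% = gossypol-treated cells at 36 µM; higher means less SRC3-driven luciferase light from the GAL4 reporter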
COUP-TFII inh: NR2F2 transcriptional activity inhibitors, primary screen, cell-based, luciferase reporter, HEK293T, luminescence; COUP transcription factor 2 (Homo sapiens), P24468; HEK293T NGFI-A luciferase reporter; inhibition, % at 8.6 µM; 370,000 tested, 0.7% active; AID 686940, 2013;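 active means inhibition above a per-plate cutoff, mean inhibition of test wells between control levels plus 3 SD, cut at about 38% in these data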;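 further: cells cotransfected with COUP-TFII expression vector driving the NGFI-A reporter; 0% = median of COUP-TF2 test wells and 100% = reporter-only cells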
NCOA1 inh: SRC1 coactivator transcriptional activity inhibitors, primary screen, cell-based, luminescence; 360,000 tested, 0.12% active; AID 588354, 2011; HEK293 GAL4-SRC1 luciferase reporter; inhibition, % at 3.6 µM;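 active means inhibition above the campaign mean plus 3 SD, with each screening campaign given its own cutoff, cut at about 60% in these data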;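 further: 0% = DMSO treated cells and 100% = gossypol at 36 µM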
* marks the source's active call; other numbers are inactive results; nt = no result given. These rows are one share of the data; count on the stated rates, not on these rows.

Results follow in this order: Exocytosis inh	ABHD5-PLIN5 inh	NR5A2 inv ag	NOD2 RIPK2 PPI	SRC2 inh	TLR9-MyD88 block	TWEAK Fn14 block	TROY signal inh	NCOA3 inh	COUP-TFII inh	NCOA1 inh
- COc1cccc(NC(=O)C(Sc2nnc(-c3ccncc3)n2-c2ccc(Cl)cc2)c2ccccc2)c1 (stereo not given)
→ 12	8	10	-4	3	-11	40	27	16	0	-15
- Cc1cc(/C=C2\Sc3ccccc3N2C)cc(C)[n+]1CC1CCCO1 (stereo not given)
→ 54	-3	62	0	-1	nt	17	5	48	49*	43
- CCC(c1nnnn1C1CCCC1)N1CCN(c2cccc(OC)c2)CC1 (stereo not given)
→ -4	1	6	-22	-3	nt	1	0	17	12	-6
- Cc1cc(C)n(CCCNC(=O)CN(C)S(=O)(=O)c2ccc(Cl)cc2)n1
→ -14	1	-1	2	14	-1	5	-32	7	-1	-6
- COc1ccc(NC(=O)C2CCCN2S(=O)(=O)c2ccc3c(c2)C(C)(C)C(=O)N3C)cc1 (stereo not given)
→ -1	-1	-7	5	-27	nt	1	3	-19	1	-15
- O=C(Nc1ccc2c(c1)CCC2)c1cc(S(=O)(=O)Nc2ccc(F)cc2)c(Cl)cc1Cl
→ 13	-3	-18	-9	-8	-2	52*	37	10	-9	-10
- O=C(Nc1ccccc1)c1cccc(Cn2cc(C(F)(F)F)ccc2=O)c1
→ 2	4	-8	-9	3	2	16	4	-2	21	14
- CNC(=S)N/N=C(\C)c1ccc(C(C)(C)C)cc1
→ -2	9	14	-6	2	-9	1	-8	17	-1	1
- O=C(OCCN1C(=O)c2ccccc2C1=O)c1cnccn1
→ 0	8	19	5	13	-3	5	6	1	-3	-3
- COc1ccc(OC)c(C(c2nnnn2CC2CCCO2)N2CCN(C3CCCC3)CC2)c1 (stereo not given)
→ 3	0	-2	-11	-25	-8	-9	-2	8	-3	2
- CCCOc1ccc(-c2nc(C#N)c(N3CCC(C(N)=O)CC3)o2)cc1
→ 0	7	20	-2	6	0	-14	11	14	14	8
- CC(C)NS(=O)(=O)c1ccc(Oc2ncc(C(F)(F)F)cc2Cl)cc1
→ -6	-1	4	1	6	3	4	17	14	10	13
- Cc1onc(-c2ccccc2Cl)c1C(=O)NNC(=O)c1cccc(F)c1
→ 1	-5	-9	1	6	5	76*	6	-1	-18	-31
- CCn1c(-c2cc(OC)c(OC)c(OC)c2)n[nH]c1=S
→ 2	-8	5	-8	-5	3	1	-9	6	-15	-5
- NNC(=S)Nc1c(Br)cc(F)cc1Br
→ -4	-5	7	9	-30	4	-12	-6	3	1	-14
- CC(C)(C)NC(=O)C(c1cc2ccccc2o1)n1c(=O)c(-c2ccco2)nc2ccccc21 (stereo not given)
→ 11	79*	-58	3	-50	nt	nt	nt	nt	-17	nt
- Clc1ccc(CNc2nc(N3CCOCC3)nc(N3CCOCC3)n2)cc1
→ 6	-5	3	-3	-1	-2	-56	1	-6	2	-1
- Cc1nn(Cc2cccc(C(=O)NN)c2)c(C)c1Cl
→ -4	-2	-1	-7	1	-5	16	-34	-5	25	-11
- O=C(CSc1nnc(CNC(=O)c2ccco2)o1)Nc1ccccc1F
→ -3	5	-1	-3	11	6	0	-9	-9	-7	-113
- O=S(=O)(N/N=C\c1cn(-c2ccccc2)nc1-c1ccccc1)c1ccccc1
→ 2	-6	-8	3	-40	-10	28	-33	-3	-13	-10
- Nc1ncnc2c1ncn2[C@@H]1O[C@H](CNC(=O)OC[C@@H](N)Cc2ccccc2)[C@@H](O)[C@H]1O
→ -2	1	12	8	1	nt	4	7	5	7	14
- COc1cccc(C(=O)N2C(C(C)C)COc3cc(Br)ccc3S2(=O)=O)c1 (stereo not given)
→ -7	-4	-19	-4	-7	8	36	32	-6	-5	-4
- CCCCCCCCCn1c2c(c(=N)c3c1CCC3)CCCC2
→ 47	11	89*	24*	nt	nt	57*	51*	81*	nt	50
- COc1cc(S(=O)(=O)N2CCn3cccc3C2C)ccc1NC(C)=O (stereo not given)
→ 14	4	3	-5	15	-6	0	-9	11	1	4
- Cn1c(Sc2ccccc2Cl)c(C=O)c2ccccc21
→ -2	1	19	5	14	-3	36	23	18	15	-12
- CCc1ccc(C(=O)/C=C/c2ccc([N+](=O)[O-])o2)cc1
→ 33	11	16	-4	-13	-2	11	-10	24	6	7
- COC(=O)CC(=O)O[C@H]1C=C[C@@H](NC(=O)OC(C)(C)C)C1
→ -4	5	-5	2	-19	-22	10	-9	2	-15	-2
- Cc1ccc(C(=O)NCC(=O)NCc2cc(=O)n(C)c(=O)n2C)cc1
→ -4	7	-6	6	-15	3	-10	-5	-5	-15	17
- CCN1CCN(CCC(=O)Nc2ccc(Br)cc2)CC1
→ 0	5	14	-3	-3	6	9	-5	17	-8	2
- CCOc1ccc(OCC(=O)Nc2ccc(N3CCCCC3)cc2)cc1
→ -1	-6	-6	2	18	-2	-6	8	-10	1	-8
- CSc1ccc(/C=N/NC(=O)c2cccc(Cl)c2)cc1
→ 1	-5	-117	-2	-70	-2	-10	-33	-83	-41	-114
- O=C(CCNC(=O)c1ccc(Br)cc1)NCCCN1CCOCC1
→ 2	-2	11	2	-4	11	4	7	-43	7	-32
- Cc1ccc(NC(=O)CNC(=O)COc2ccccc2)nc1
→ 5	6	-4	1	12	0	12	4	13	2	-10
- Cc1cc(C)c(C(=O)COC(=O)CN2C(=O)NC3(CCCC3)C2=O)cc1C
→ -19	-2	8	-12	-12	-7	-3	3	15	2	15
- Cc1ccc(CSc2nnc(-c3ccc4c(c3)OCO4)o2)cc1
→ -1	0	-19	-6	12	-1	-33	-35	-18	-7	-1
- N#Cc1nc(-c2cccs2)oc1NCc1ccc(Cl)cc1
→ -1	-13	-1	-9	-7	1	-3	-19	8	-11	-19
- Cc1cc(-c2csc(NC(=O)c3ccc(=O)[nH]c3)n2)c(C)n1Cc1ccccc1
→ 2	4	-5	-9	15	-6	7	-4	8	-2	-5
- Cc1noc(C)c1-c1ccc(C(=O)Nc2cccc(C(F)(F)F)c2)c2occc12
→ -6	-9	-5	-2	-33	nt	19	-16	5	-20	4
- NS(=O)(=O)c1ccc(NC(=O)c2ccccc2C(=O)N2CCCCC2)cc1
→ -1	0	1	4	-26	-1	-2	-18	13	5	-2
- C/C(=N/OC(=O)c1ccc(C)cc1)c1ccc(N2C(=O)C3CCCCC3C2=O)cc1 (stereo not given)
→ 1	-2	4	-7	8	6	-23	-23	-41	-12	3
- O=C1CCCCC1CCc1ccncc1 (stereo not given)
→ -4	-3	1	12	-41	-7	-24	-16	-4	-4	-10
- OCC1(CCOc2ccccc2)CCN(C2Cc3ccccc3C2)CC1
→ -5	4	-11	7	1	7	22	16	6	-9	0
- CC(NC(=O)C1CCCC1)c1ccc2c(c1)OCCO2 (stereo not given)
→ -1	3	0	-3	-8	7	-15	2	1	9	1
- COc1ccccc1NC(=O)CSc1nc(C)c2c(c1C#N)CCCC2
→ 5	-3	-10	-7	19	3	-11	-2	-4	-9	-3
- Cn1ccc(C(=O)OCC(=O)c2ccccc2)n1
→ -5	0	-25	-9	-18	-17	-22	-47	-5	-3	-30
- COc1ccc(Cc2nnc(SCC(=O)Nc3nc(C)cs3)o2)cc1
→ 0	-10	24	1	-9	-5	9	5	18	5	6
- Cc1ccc(-c2nc3ccc(C)cn3c2Cc2cccc(Cl)c2)cc1
→ -3	-3	-94	-19	-27	nt	-4	-14	nt	-31	nt
- COc1cccc(CNCc2ccc(C(=O)O)cc2)c1OC
→ 0	2	-7	-6	-3	-9	-4	0	-4	-10	3
- S=c1nc(-c2ccccc2Cl)[nH][nH]1
→ 0	3	18	-4	-27	-9	-10	4	-6	-21	3
- Cc1nn(-c2ccccc2)nc1CNC(=O)CC(C)(C)C
→ 4	-10	5	-4	-22	-7	-2	4	15	5	12
- O=C(Nc1ccc(F)c(Cl)c1)c1csc(COCCO)n1
→ 8	2	-59	1	-49	nt	-6	-29	-58	-27	-41
- COc1ccccc1CNS(=O)(=O)c1ccc2[nH]cc(C(=O)O)c(=O)c2c1
→ 4	-4	-11	-12	nt	-5	-11	19	-9	nt	0
- N#C/C(=C\c1cc(Cl)cc(Cl)c1O)C(=O)NC1CCCCC1
→ 0	8	2	-3	3	9	-11	7	-8	6	6
- COc1ccc(S(=O)(=O)c2cnc3ccc(OC)cc3c2N2CCC3(CC2)OCCO3)cc1
→ 3	8	14	-1	-5	0	25	6	-6	7	-43
- CC(=O)C1=NOC2C(=O)N(c3ccc(Cl)cc3)C(=O)C12 (stereo not given)
→ -1	4	6	-1	-27	-5	7	5	4	14	-1
